# Source: PubChem (Sanford-Burnham Center for Chemical Genomics)
# SENP6 block: inhibitors of human SENP6 protease; Q9GZR1; Recombinant SENP6 catalytic domain, aminoluciferin luminescence; inhibition, % at 10 µM; hit rate 1.8% among 330,000; AID 2599;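 active means inhibition above about 50% at the single tested dose, limit read from the data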;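 further: plate controls were DMSO wells with enzyme for no effect and DMSO wells lacking enzyme for full effect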
# SENP1 FRET inh: inhibitors of human SENP1 SUMO protease catalytic domain; inhibition, % at 10 µM; hit rate 0.21% among 360,000; recombinant SENP1 catalytic domain, CyPet-SUMO1-YPet FRET cleavage; Q9P0U3;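 active means inhibition at least 30% at 10 µM, raw YFP signal under a set limit, fluorescence ratio 0.5 to 1.5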;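 further: 0% = enzyme with DMSO and 100% = no enzyme wells; some results filed as inactive read as strong as hits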
#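 Material – human SENP1 catalytic domain · Input – SENP1 enzyme, 20 pM final · Compound dosing – single concentration of 10 µM compound, 0.5% DMSO final · Timing – enzyme reaction for 50 min at room temperature, dark · Measured by – FRET fluorescence in CFP and YFP emission channels · Control set – no-enzyme wells low, DMSO-plus-enzyme wells high control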
# SENP7 inh: inhibitors of human SENP7 protease; hit rate 1.5% among 330,000; inhibition, % at 5 µM; recombinant SENP7, Z-RLRGG-aminoluciferin luminescence, 40 min; Q9BQF6;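 active means inhibition above about 50% at the single test dose, limit read from the data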;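 further: plate controls were DMSO with enzyme for no effect and no enzyme buffer wells for full effect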
# SENP8 block-1: inhibitors of human SENP8 protease; Q96LD8; recombinant SENP8, Nedd8 substrate fluorescence; inhibition, % at 20 µM; hit rate 0.64% among 360,000; AID 602440; in the data active means inhibition mostly above about 40%, no sharp cut-off; inactive means mostly below about 27%
# HKDC1 inhibitor: HKDC1 (human) hexokinase inhibition. inhibition, % at 20 µM. recombinant HKDC1, G6PDH/diaphorase resazurin coupled fluorescence. Q2TB90. hit rate 0.16% among 340,000;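 active means inhibition above about 35% when tested at 20 µM, limit read from the data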;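 further: plate controls were DMSO wells with enzyme for no effect and DMSO wells lacking enzyme for full effect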
#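 Test system: HK5 enzyme. Quantity: 5 µg/mL HK5 final. Reagent: glucose and ATP substrates. Schedule: 90 min reaction incubation at room temperature, dark. Technique: resazurin-to-resorufin fluorescence via G6PDH and diaphorase coupling, 525/613 nm. Control set: DMSO wells with and without enzyme mix.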
# SENP8 block-2: SENP8 protease inhibition; hit rate 1.2% among 330,000; Q96LD8; AID 2540; inhibition, % at 10 µM; purified SENP8, Z-RLRGG-aminoluciferin cleavage, luminescence; in the data active means inhibition above about 50%
# Apaf1 inhib: inhibitors of human Apaf-1 apoptosome. O14727. reconstituted apoptosome caspase-3 activity, DEVD-Rh110 fluorescence. hit rate 0.71% among 330,000. inhibition, % at 20 µM; active means inhibition of at least 40% at 20 µM;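 further: plate controls were DMSO wells for no effect and DEVD-CHO caspase inhibitor wells for full effect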
# Target sequence (O14727 whole entry, looked up): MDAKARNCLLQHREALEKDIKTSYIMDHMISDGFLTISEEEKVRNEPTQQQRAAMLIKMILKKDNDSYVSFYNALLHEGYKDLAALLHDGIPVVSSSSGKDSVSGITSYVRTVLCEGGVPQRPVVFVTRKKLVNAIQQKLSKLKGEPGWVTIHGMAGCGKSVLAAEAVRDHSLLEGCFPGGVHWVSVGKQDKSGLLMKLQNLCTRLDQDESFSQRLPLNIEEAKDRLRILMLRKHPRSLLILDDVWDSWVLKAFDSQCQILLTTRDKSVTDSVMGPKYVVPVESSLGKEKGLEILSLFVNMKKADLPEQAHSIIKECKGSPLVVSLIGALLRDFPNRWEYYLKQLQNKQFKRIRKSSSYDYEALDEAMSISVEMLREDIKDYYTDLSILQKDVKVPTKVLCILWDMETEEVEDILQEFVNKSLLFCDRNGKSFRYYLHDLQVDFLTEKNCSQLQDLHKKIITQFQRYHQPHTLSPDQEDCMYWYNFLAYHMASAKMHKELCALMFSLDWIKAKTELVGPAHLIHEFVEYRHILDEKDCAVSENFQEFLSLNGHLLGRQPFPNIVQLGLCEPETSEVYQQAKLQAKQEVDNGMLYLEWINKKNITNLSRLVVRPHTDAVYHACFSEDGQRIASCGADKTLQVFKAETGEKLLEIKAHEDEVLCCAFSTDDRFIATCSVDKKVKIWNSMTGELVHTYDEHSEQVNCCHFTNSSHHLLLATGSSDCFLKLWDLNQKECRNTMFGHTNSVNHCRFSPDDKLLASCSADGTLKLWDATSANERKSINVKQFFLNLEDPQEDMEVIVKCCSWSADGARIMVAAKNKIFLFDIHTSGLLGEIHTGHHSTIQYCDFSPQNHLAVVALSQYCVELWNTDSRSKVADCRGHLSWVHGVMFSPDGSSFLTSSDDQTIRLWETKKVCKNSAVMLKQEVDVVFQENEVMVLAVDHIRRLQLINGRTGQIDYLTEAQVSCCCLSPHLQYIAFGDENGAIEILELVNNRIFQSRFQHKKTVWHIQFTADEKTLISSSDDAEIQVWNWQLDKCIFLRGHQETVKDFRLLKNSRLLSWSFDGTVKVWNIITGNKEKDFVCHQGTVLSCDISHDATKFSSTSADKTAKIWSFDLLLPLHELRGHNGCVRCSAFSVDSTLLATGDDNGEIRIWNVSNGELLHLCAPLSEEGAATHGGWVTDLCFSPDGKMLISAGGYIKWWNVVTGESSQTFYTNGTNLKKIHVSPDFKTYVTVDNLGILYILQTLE
#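 Assay system – apoptosome proteins · Medium – Hepes buffer, pH 7.5 · Also added – cytochrome c with DEVD-Rh110 · Timing – 30 min compound preincubation, 50 min activation, room temperature · Detection – Rh110 fluorescence, excitation 480 nm, emission 540 nm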
# PfGluPho inh: PfG6PD (Plasmodium falciparum) enzyme inhibition; PfGluPho enzyme, NADPH resazurin-diaphorase fluorescence; inhibition, % at 20 µM; hit rate 0.78% among 350,000;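 active means inhibition reaching at least a set limit at 20 µM in the primary screen, cut at about 59% in these data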;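 further: 0% = DMSO wells with substrate and 100% = DMSO wells lacking glucose-6-phosphate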
# Numbers without * were called inactive; . = no result given; & = joins results of further samples.
# Every second line gives: SENP6 block	SENP1 FRET inh	SENP7 inh	SENP8 block-1	HKDC1 inhibitor	SENP8 block-2	Apaf1 inhib	PfGluPho inh
- Cc1ccccc1NC(=O)Cn1cccc1
  -6	1	7	7	10	-3	-1	-26
- CCN(CC)CCOCCn1c(C)ccc1C
  .	-9	.	-10	2	.	.	0
- CO/N=C(\Cn1ncc(N2CCCC2)c(Br)c1=O)c1ccc(Cl)cc1
  -3	1	-3	24	2	-2	11	-5
- CCn1cc(C(=O)NCc2ccco2)c(=O)c2cc(S(=O)(=O)N3CCCCCC3)ccc21
  -7	-2	-2	7	1	-6	13	-3
- CC(=O)c1cc2c(cc1NC(=O)c1ccc(Cl)cc1)OCCO2
  8	-1	1	-250	-4	-7	-7	-5
- Cc1ccc2nc(-c3ccc(N4C(=O)CC(N5CCC(C(N)=O)CC5)C4=O)cc3)sc2c1 (stereo unspecified)
  7	.	-5	.	.	-4	-3	.
- Cc1ccc2cc(/C=N/NC(=O)[C@@H]3CCCN3)c(Cl)nc2c1
  6	-12	-4	-25	-1	-6	-4	3
- Cc1c(Cl)cccc1NC(=O)Cn1nnc(C(=O)NCc2cccs2)c1N
  7	-2	-7	18	-10	8	-6	12
- CC(C)(CNC(=O)c1cccc(S(=O)(=O)Nc2ccc(Br)cc2)c1)N1CCOCC1
  -20	2	-8	0	-2	-5	11	1
- COCCn1c(SCc2cccc([N+](=O)[O-])c2)nc2ccccc2c1=O
  0	1	7	20	-4	6	15	20

# Full records from above. Values in the order: SENP6 block, SENP1 FRET inh, SENP7 inh, SENP8 block-1, HKDC1 inhibitor, SENP8 block-2, Apaf1 inhib, PfGluPho inh
# `CC(=O)c1cc2c(cc1NC(=O)c1ccc(Cl)cc1)OCCO2` as listed: 8, -1, 1, -250, -4, -7, -7, -5
# `Cc1ccccc1NC(=O)Cn1cccc1` as listed: -6, 1, 7, 7, 10, -3, -1, -26
# `Cc1ccc2cc(/C=N/NC(=O)[C@@H]3CCCN3)c(Cl)nc2c1` as listed: 6, -12, -4, -25, -1, -6, -4, 3

# Later entries.
# Every second line gives: SENP6 block	SENP1 FRET inh	SENP7 inh	SENP8 block-1	HKDC1 inhibitor	SENP8 block-2	Apaf1 inhib	PfGluPho inh
- Cc1ccc(-c2cnc(-c3ccccc3C(=O)O)o2)cc1
  5	-4	6	-279	-3	-7	3	-18
- CCOc1cc(C(=O)N2CCN(c3ccc(C(C)=O)cc3)CC2)cc(OCC)c1OCC
  -11	1	5	-100	11	-6	1	-3
- Cc1c(N2C(=O)c3ccccc3C2(O)c2ccccc2)c(=O)n(-c2ccccc2)n1C (stereo unspecified)
  95*	3	-1	5	-5	-2	-2	10
- Cc1[nH]c(=O)[nH]c(=O)c1S(=O)(=O)N1CCOCC1
  -19	0	-4	14	1	-14	6	9
- COc1ccc(CCN(C)C(=O)COc2ccc(C(=O)c3ccccc3)cc2)cc1OC
  -9	0	-9	-2	-3	9	6	5
- CCc1nnc(NS(=O)(=O)c2ccc(NC(=O)c3cccc([N+](=O)[O-])c3)cc2)s1
  -11	1	0	5	7	2	10	-24
- CN(C)S(=O)(=O)c1ccc(Cl)c(NC(=O)C2CCN(S(=O)(=O)c3cccs3)CC2)c1
  1	1	2	12	2	2	-10	60*
- CC1=CC(C)(C)N2C(=O)C(=O)c3cc(OC(=O)c4ccco4)cc1c32
  -2	-6	1	3	9	2	22	26
- CCn1cc(/C=N\NC(=O)Cc2ccc([N+](=O)[O-])cc2)c(C)n1
  -4	4	2	5	-10	-1	-12	2
- COc1cccc(C#Cc2c(CO)[nH]c3ccccc23)c1
  4	-22	6	-216	5	-2	14	32

# An excerpt from above with just HKDC1 inhibitor and SENP8 block-1.
Compound	HKDC1 inhibitor	SENP8 block-1
Cc1ccc(-c2cnc(-c3ccccc3C(=O)O)o2)cc1	-3	-279
CCOc1cc(C(=O)N2CCN(c3ccc(C(C)=O)cc3)CC2)cc(OCC)c1OCC	11	-100
Cc1c(N2C(=O)c3ccccc3C2(O)c2ccccc2)c(=O)n(-c2ccccc2)n1C (stereo unspecified)	-5	5
Cc1[nH]c(=O)[nH]c(=O)c1S(=O)(=O)N1CCOCC1	1	14
COc1ccc(CCN(C)C(=O)COc2ccc(C(=O)c3ccccc3)cc2)cc1OC	-3	-2
CCc1nnc(NS(=O)(=O)c2ccc(NC(=O)c3cccc([N+](=O)[O-])c3)cc2)s1	7	5
CN(C)S(=O)(=O)c1ccc(Cl)c(NC(=O)C2CCN(S(=O)(=O)c3cccs3)CC2)c1	2	12

# (list continues)
# Every second line gives: SENP6 block	SENP1 FRET inh	SENP7 inh	SENP8 block-1	HKDC1 inhibitor	SENP8 block-2	Apaf1 inhib	PfGluPho inh
- O=C(N/C(=C\c1cccc([N+](=O)[O-])c1)C(=O)N1CCOCC1)c1cccc(Br)c1
  -5	0	-1	11	-5	2	-2	2
- Cc1ccc(S(=O)(=O)N(C)CC(=O)N2CCCc3ccccc32)cc1
  -9	1	0	5	-4	-5	8	-4
- COC(=O)[C@H](C)NC(=O)Nc1ccc(C)c(C)c1
  -20	-1	0	15	-12	-3	-2	-24
- COc1ccc(OC)c(C(=O)N2CCC(n3nccc3NC(=O)CC(C)C)CC2)c1
  -23	1	-11	7	-2	-9	-4	-2
- CN(C)c1ccc(/C=N/OC(=O)Nc2ccccc2Cl)cc1
  24	1	1	-41	8	-16	-6	2
- CN1CCN(S(=O)(=O)c2cccc(C(=O)Nc3nc(-c4ccccc4)cs3)c2)CC1
  -1	-2	9	-2	-5	-3	-10	-8
- COc1cccc2c(SCC(=O)N/N=C/c3ccccc3)cc(C)nc12
  -12	-2	5	-127	-5	-2	-4	2
- O=C(COc1ccc(S(=O)(=O)N2CCc3ccccc32)cc1Cl)NCc1ccccn1
  1	-1	-9	7	-2	-1	14	9
- O=C(NCc1ccco1)C1CC(=O)N(c2ccc(F)cc2)C1 (stereo unspecified)
  -15	3	-1	0	-4	-3	-7	0
- CCN1C(=S)SC(=O)C1=C1C=C(C)N(Cc2ccco2)C(C)=C1
  18	10	-5	36	0	-13	7	28
- CC(Oc1ccc(-c2nccc(-c3ccccn3)n2)cc1)C(=O)NN (stereo unspecified)
  -10	-1	5	11	0	2	14	-6
- CC(NC(=O)CN1C(=O)NC(Cc2ccccc2)(Cc2ccccc2)C1=O)C12CC3CC(CC(C3)C1)C2 (stereo unspecified)
  -8	0	5	10	6	1	18	8
- COC(=O)c1oc2ccccc2c1-n1cccc1
  -9	2	4	21	4	0	-2	-2
- CCOC(=O)Cc1csc(SCC(=O)Nc2ccc(C)cc2F)n1
  0	0	-2	-1	2	0	5	10
- Cc1nc(C)c(C(=O)N/N=C/c2cc(Br)ccc2O)s1
  7	-36	-1	-91	-26	-8	0	-16
- c1c(C2CCCCC2)n[nH]c1CN1CCCCC1
  -7	0	-8	0	-2	-13	0	-3
- O=C(NCc1ccc(Cl)s1)c1cc(COc2c(F)cccc2F)on1
  15	-2	-6	18	-2	0	8	-12
- O=C(NCc1ccco1)c1cc(-c2ccccc2)nn1CC1CC(c2cccc([N+](=O)[O-])c2)=NO1 (stereo unspecified)
  -27	2	-2	25	-1	-9	27	23
- Cc1cc(Nc2ccc(O)cc2)ccc1N
  15	.	10	.	.	15	22	.
- CC(C)(C)C1CCC(CN2C(Nc3ccccc3)=NC[C@@H]2Cc2ccccc2)CC1 (stereo partly specified)
  -18	1	-4	12	2	-15	75*	13
- CCOC(=O)c1ccc(NC(=O)CCc2nc(-c3ccc(C)cc3)no2)cc1
  5	1	0	-2	-2	-2	20	21
- Cc1ccc(/C=C/C(=O)OCC(=O)c2ccc3c(c2)NC(=O)CO3)o1
  -13	-7	1	-8	-4	1	3	71*
- CC(C)C1=C2OC(N)=C(C#N)C(C#N)=C2C(C)CC1 (stereo unspecified)
  -14	-25	-2	-285	19	-8	12	-2
- CC(=O)Nc1ccc(SC[C@H](c2ccccc2)N2CCN(CCc3ccccc3)CCC2=O)cc1
  -6	.	-6	.	.	5	5	.
- CCOCCCN1C(=O)CN(C2CCCCC2)C(=O)C1c1ccc(OCC)c(OC)c1 (stereo unspecified)
  -9	1	1	10	-14	6	-12	13
- O=C(Nc1sc2c(c1C(=O)O)CCCC2)c1ccc(Cl)cc1
  89*	2	37	-120	5	78*	3	124*
- CC(C)(C)OC(=O)N[C@@H](C(=O)OC(C)(C)C)c1ccc2ccccc2c1
  0	4	2	14	0	-5	16	25
- O=C(CCN1C(=O)c2ccccc2C1=O)CN1CCOCC1
  -12	2	-2	9	-8	-3	6	4
- Cn1c(=O)oc2cc(S(=O)(=O)N3CCN(c4ccc(F)cc4)CC3)ccc21
  -1	37*	-9	14	-7	-10	7	-7
- CCCCn1c(-c2cccc(Br)c2)nc2cc3[nH]c(=O)c(C(C)C)nc3cc21
  -8	-44	16	-491	7	-7	35	14
- COc1ccc(C(=O)C[n+]2cc(-c3ccc(OC)cc3)n3c2CCCC3)cc1
  -6&-2	-1&3	9&7	-4&16	0&-7	5&7	2&4	13&2
- COc1ccc(C(=O)NCCS(=O)(=O)NCc2ccc(F)cc2)cc1
  -7	0	-14	13	4	-4	12	2
- Cc1nn2c(-c3ccc(F)cc3)ccnc2c1Cl
  -24	-5	4	-5	-5	1	2	23
- CN(CC(=O)Nc1ccc(S(N)(=O)=O)cc1)C1CCCCC1
  -17	1	-2	21	-2	-6	7	-18
- O=C1c2ccccc2NC(c2c(Cl)cccc2Cl)N1Cc1ccccc1 (stereo unspecified)
  -20	-1	-6	-427	7	-9	25	-24
- CC1(C)CC(CC(=O)O)(c2ccc(F)cc2)CCO1 (stereo unspecified)
  8	1	1	6	1	13	-4	11
- Cc1cc(OC(C)C(=O)NCC(O)c2ccccc2)c2c(C)cc(=O)oc2c1 (stereo unspecified)
  -8	3	12	-291	-7	-4	-8	-6

# Four structures already listed, sorted by length of the SMILES, lowest first.
# Every second line gives: SENP6 block	SENP1 FRET inh	SENP7 inh	SENP8 block-1	HKDC1 inhibitor	SENP8 block-2	Apaf1 inhib	PfGluPho inh
- CC1(C)CC(CC(=O)O)(c2ccc(F)cc2)CCO1 (stereo unspecified)
  8	1	1	6	1	13	-4	11
- COc1ccc(C(=O)NCCS(=O)(=O)NCc2ccc(F)cc2)cc1
  -7	0	-14	13	4	-4	12	2
- Cc1cc(OC(C)C(=O)NCC(O)c2ccccc2)c2c(C)cc(=O)oc2c1 (stereo unspecified)
  -8	3	12	-291	-7	-4	-8	-6
- COc1ccc(C(=O)C[n+]2cc(-c3ccc(OC)cc3)n3c2CCCC3)cc1
  -6&-2	-1&3	9&7	-4&16	0&-7	5&7	2&4	13&2
